PP5 inh: PP5 (human) phosphatase inhibition. P53041. purified PP5c, OMFP substrate fluorescence. inhibition, % at 6.7 µM. 320,000 compounds, 0.18% hits. AID 1987;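 active = inhibition above the campaign's mean inhibition across all tested compounds plus 3 SD, cut at about 9.5% in these data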;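 also: 0% = DMSO only and 100% = 100 µM cantharidin control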
TPT1 inhibitor: C. albicans TPT1 enzyme inhibition. recombinant caTPT1, FP RNA substrate dephosphorylation. inhibition, % at 5 µM. 300,000 compounds, 0.81% hits. AID 1962;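 active = inhibition above the mean of all tested compounds plus 3 SD, set per screening campaign, cut at about 24% in these data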;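 also: plate controls were DMSO alone for no effect and ferristatin control at 100 nM for full effect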
core dimer inh: blocks dimerization of HCV core protein. TR-FRET GST/Flag-core106 dimerization, 1536-well. inhibition, % at 5 µM. 300,000 compounds, 0.33% hits;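 active = inhibition above the mean of all tested compounds plus 3 SD, set per screening campaign, cut at about 45% in these data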
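Test system: GST/Flag-tagged HCV core106 proteins; Medium: KF-containing HEPES buffer, pH 7.45, DTT, CHAPS, BSA; Times: compound-protein-antibody incubation 4 h at 22.5 °C; Detection: TR-FRET 671 and 617 nm emission; Benchmarks: wells lacking GST-core106 and wells with excess unlabelled core106.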
PP1 counter: counter-screen for PP5 inhibitors: inhibitors of human PP1-alpha. P62136. purified PP1alpha, OMFP fluorescence. inhibition, % at 6.7 µM. 320,000 compounds, 0.9% hits;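 active = inhibition above the mean inhibition of all tested compounds plus 3 SD, computed separately for each screening campaign, cut at about 15% in these data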
Efflux pump mplx: blocks antifungal efflux pumps in multiplex yeast assay | S. cerevisiae Candida pump triplex, Nile Red efflux | inhibition, % at 10 µM | 330,000 compounds, 0.44% hits | AID 485275;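 active = plate passing quality check with inhibition over a set limit, or well fluorescence over plate mean plus 4 SD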;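 also: Nile Red retained in pooled yeast measured as flow cytometry median fluorescence; 0% = buffer negative control and 100% = Enniatin B positive control; higher means more Nile Red kept so more efflux inhibition; some compounds called inactive have numbers as strong as hits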
EBNA-1 inhibitor: blocks EBNA-1 binding to DNA; EBNA-1 DNA binding, fluorescence polarization; 300,000 compounds, 0.34% hits; inhibition, % at 14.8 µM; in the data active = inhibition above about 28%
ZTA counter: counter-screen for EBNA-1 inhibitors: inhibitors of Epstein-Barr virus ZTA; 320,000 compounds, 0.15% hits; ZTA-DNA binding, fluorescence polarization; inhibition, % at 11 µM; in the data active = inhibition above about 33%
Target sequence (P03206 whole entry, looked up): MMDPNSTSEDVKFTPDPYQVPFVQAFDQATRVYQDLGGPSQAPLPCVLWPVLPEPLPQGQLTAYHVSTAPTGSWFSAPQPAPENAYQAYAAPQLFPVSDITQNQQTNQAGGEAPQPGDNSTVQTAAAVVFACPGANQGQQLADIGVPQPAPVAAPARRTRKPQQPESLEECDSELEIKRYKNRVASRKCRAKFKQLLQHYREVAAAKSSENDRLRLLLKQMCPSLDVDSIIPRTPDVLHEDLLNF
PREPL inh: inhibits the human prolyl oligopeptidase-like enzyme; Q4J6C6; recombinant PREPL, fluorescence polarization activity-based probe; inhibition, % at 5.96 µM; 320,000 compounds, 0.68% hits; AID 2751; in the data active = inhibition above about 43%;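 also: 0% = enzyme with DMSO and 100% = wells lacking enzyme; many of its hits are not listed in these tables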
Target sequence (Q4J6C6 whole entry, looked up): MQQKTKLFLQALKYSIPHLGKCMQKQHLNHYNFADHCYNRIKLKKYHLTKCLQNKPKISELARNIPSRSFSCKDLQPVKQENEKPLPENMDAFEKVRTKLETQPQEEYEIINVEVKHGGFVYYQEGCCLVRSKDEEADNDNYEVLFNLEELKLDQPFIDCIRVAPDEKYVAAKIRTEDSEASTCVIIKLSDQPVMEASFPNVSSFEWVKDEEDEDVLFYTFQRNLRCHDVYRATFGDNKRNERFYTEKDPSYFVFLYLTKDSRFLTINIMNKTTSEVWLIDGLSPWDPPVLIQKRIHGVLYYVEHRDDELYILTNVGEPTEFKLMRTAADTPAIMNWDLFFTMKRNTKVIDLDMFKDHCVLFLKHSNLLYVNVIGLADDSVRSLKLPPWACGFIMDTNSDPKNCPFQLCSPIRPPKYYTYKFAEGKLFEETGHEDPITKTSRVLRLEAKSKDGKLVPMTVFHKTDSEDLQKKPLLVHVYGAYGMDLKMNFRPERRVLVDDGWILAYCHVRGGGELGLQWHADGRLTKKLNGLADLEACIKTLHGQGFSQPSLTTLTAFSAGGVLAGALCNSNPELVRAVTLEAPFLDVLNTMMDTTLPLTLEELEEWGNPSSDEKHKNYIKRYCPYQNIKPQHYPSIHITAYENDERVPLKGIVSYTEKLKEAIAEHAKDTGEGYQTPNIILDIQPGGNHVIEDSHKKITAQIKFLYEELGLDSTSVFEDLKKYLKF
Fh CTSL1 inh: counter-screen for PFM18AAP inhibitors: inhibitors of F. hepatica cathepsin L1; recombinant F. hepatica cathepsin L1, Z-Leu-Arg-MCA fluorescence; inhibition, % at 5.96 µM; 300,000 compounds, 0.49% hits;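 active = inhibition above the mean of all tested compounds plus 3 SD, set per screening campaign, cut at about 17% in these data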;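 also: 0% = plate median of test compound wells and 100% = 1 µM Z-Phe-Ala-diazomethylketone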
The depositor's hits bear a star; · = not tested or not shown; & = joins results of further samples. This is a subset. The share of hits here may be higher or lower than overall.

Under each structure: PREPL inh | EBNA-1 inhibitor | Fh CTSL1 inh | TPT1 inhibitor | Efflux pump mplx | core dimer inh | PP1 counter | PP5 inh | ZTA counter
(1) CCCNC(=O)CNC(=S)N(Cc1cc(OC)c(OC)c(OC)c1)C1CCCC1
→ 0 | 8 | -3 | -3 | 0.2 | -1 | -2 | -0.8 | 2
(2) Cc1cc(C)c2nc(-c3cccnc3)cc(C(=O)NC(C)c3cnn(C)c3C)c2c1 (centres undefined)
→ -10 | 3 | 0 | 4 | 0.1 | 1 | -1 | -0.5 | 14
(3) CCOC(=O)Cc1csc(NC(=O)CSc2cc(Cl)ccc2Cl)n1
→ -2 | -2 | 4 | -4 | 0.0 | -1 | 4 | 1.4 | 0
(4) O=C(c1c[nH]c(C(=O)C(Cl)(Cl)Cl)c1)c1ccccc1Br
→ 0 | 5 | 0 | -3 | -0.1 | 0 | 0 | 2.2 | -2
(5) CCC(C)NC(=O)CN(c1cc(Cl)cc(Cl)c1)S(C)(=O)=O (centres undefined)
→ 5 | -9 | -5 | 1 | 0.0 | -3 | 3 | -2.2 | -11
(6) COC(=O)c1ccccc1NC(=O)CN1CCCCC1
→ 5 | -1 | -1 | 1 | 0.0 | -8 | 0 | 5.0 | 4
(7) CSc1ncc(Cl)c(C(=O)Nc2cccc(Cl)c2)n1
→ 7 | 3 | -3 | -1 | -0.1 | -5 | 2 | 2.2 | -17
(8) CC(C)N(Cc1cc2ccccc2[nH]c1=O)C(=O)C(C)(C)C
→ -3 | 3 | 2 | -2 | 0.0 | -6 | 4 | -2.5 | 6
(9) CC1Cc2ccccc2N1C(=O)CN1C(=O)NC(C)(c2ccc3c(c2)OCCO3)C1=O (centres undefined)
→ -6 | 11 | -1 | 1 | 0.1 | 3 | 3 | -0.9 | 11
(10) S=C(NCCCc1ccccc1)Nc1ccccc1Cl
→ 7 | 8 | -1 | -1 | 0.1 | 13 | 2 | 4.8 | 3
(11) COc1ccc(N(C(=O)c2cccc(OC)c2OC)C2C=CS(=O)(=O)C2)cc1 (centres undefined)
→ 8 | -1 | 5 | -2 | 0.1 | 6 | -2 | -0.5 | 4
(12) Cc1ccccc1N=C(NOCc1ccccc1)c1nonc1N
→ 13 | 7 | 3 | -7 | -0.1 | 2 | 5 | 1.2 | 11
(13) CN=C1SC(CC(=O)Nc2ccccc2F)C(=O)N1/N=C/c1ccc(O)c(OC)c1 (centres undefined)
→ 15 | 3 | 1 | 2 | 0.1 | -8 | -5 | 0.9 | 12
(14) Cc1cc(C)c2nc(-c3ccccn3)cc(C(=O)N3CCCC3)c2c1
→ 20 | 0 | 2 | -2 | -0.1 | 48* | 1 | -0.2 | -10
(15) CCOc1ccccc1N1CCN(C(=O)c2c(Cl)cnn2C)CC1
→ 3 | 4 | -2 | 0 | 0.0 | -7 | -1 | 0.4 | 7
(16) O=C(COC(=O)CNS(=O)(=O)c1c(Cl)cccc1Cl)Nc1ccccc1Sc1ccccc1
→ -11 | 17 | -54 | -2 | 0.2 | 5 | 6 | 0.4 | -2
(17) COc1ccc(C(=O)NCCCN(C)CCCNC(=O)c2ccc(OC)cc2)cc1
→ -4 | 9 | 2 | 0 | 0.0 | -4 | -4 | -1.4 | -4
(18) CC(=O)NS(=O)(=O)c1ccc(N)cc1
→ 5&5 | -2&5 | 0&0 | 1&-3 | 0.0&-0.2 | 11&0 | 0&4 | -2.5&0.6 | 14&8
(19) CCOC(=O)C1=C(COc2ccc(F)cc2Cl)NC(=O)NC1c1cc(C)ccc1C (centres undefined)
→ 20 | -15 | -2 | 2 | 0.1 | 8 | -3 | 1.9 | -14
(20) O=c1[nH]c2ccccc2nc1/C=C(\O)C(F)F
→ -2 | -6 | -16 | 18 | 0.1 | -9 | -1 | 4.2 | -7
(21) CCOC(=O)Cc1ccc2sc(-c3ccccc3)nc2c1
→ 1 | -1 | 0 | 2 | 0.0 | -2 | 0 | 0.6 | 10
(22) CCc1cc(SC#N)cc(C)c1N
→ 2 | -7 | -3 | 0 | 0.0 | -12 | 5 | 1.4 | -2
(23) COc1ccccc1/C=N/NC(=O)COCC(=O)N/N=C/c1ccccc1OC
→ -8 | -4 | -1 | 0 | 0.0 | 1 | -2 | 1.0 | 14
(24) CCOC(=O)N/N=C\C=C\c1ccco1
→ -5 | -8 | -2 | 2 | -0.3 | -9 | 0 | 1.4 | -20
(25) O=C(NCc1ccc(C(=O)O)cc1)OCc1ccccc1
→ 14 | -12 | 1 | -4 | -0.3 | -3 | -2 | -0.2 | -15
(26) CCOc1ccc(C(=O)Nc2ccc(S(=O)(=O)N3CCOCC3)cc2)cc1OCC
→ 4 | 0 | 0 | 3 | 0.3 | 3 | -3 | 1.6 | 8
(27) C=CCOC(=O)C1=C(C)NC(C)=C(C(=O)OCC=C)C1c1cn(-c2ccccc2)nc1-c1ccco1
→ 2 | 53* | 2 | -1 | 0.0 | 8 | 0 | 0.4 | 5
(28) CCN(CC)C(=O)c1sc(NC(=O)Cc2ccccc2)c(C#N)c1C
→ 3 | -1 | -1 | 0 | 0.1 | 0 | -2 | 1.8 | -4
(29) Cc1ccc(S(=O)(=O)N2CCN(C(=O)COc3ccc(-c4nnco4)cc3)CC2)cc1
→ 23 | 3 | -2 | -1 | 0.0 | 9 | 0 | 2.0 | 11
(30) COc1ccc(Cl)cc1C(=O)NNC(=O)CSc1nnc2ccccn12
→ 4 | -12 | -1 | -2 | 0.0 | -2 | 6 | -0.6 | 2
(31) C=C(C)Cn1c(-c2cccs2)n[nH]c1=S
→ 15 | -2 | 4 | -1 | 0.6 | 0 | 5 | -2.5 | -18
(32) O=C(c1ccc2oc(Cc3ccc(Cl)cc3)nc2c1)N1CCCCC1CCO (centres undefined)
→ 21 | 3 | 0 | -2 | -0.1 | 6 | -4 | 3.6 | 1
(33) Cc1ccc(/C=N/NC(=O)c2cccc(NC(=O)c3ccccc3Cl)c2)o1
→ -9 | -6 | 9 | 2 | -0.1 | 11 | -3 | 1.8 | 12
(34) O=C(O)c1cc(Cl)c(Cl)cc1C(=O)Nc1cccc2ncccc12
→ 5 | 4 | -4 | -2 | -0.1 | 6 | -6 | -2.3 | 8
(35) CSc1ccc(/C=N/n2nnnc2N)cc1
→ -8 | 3 | 3 | 1 | 0.1 | 0 | 0 | 0.3 | 4
(36) CCn1c(SCC(=O)N2CCN(S(=O)(=O)c3ccccc3)CC2)nnc1-c1cccs1
→ 0 | -2 | 0 | -1 | 0.7 | -12 | -2 | 1.9 | 7
(37) COCCNC(=O)/C(C#N)=C/c1c(N2CCN(c3ccccc3)CC2)nc2ccccn2c1=O
→ 14 | 8 | 4 | 3 | 0.2 | 5 | 1 | 0.2 | -2
(38) Cc1ccccc1CNS(=O)(=O)c1ccc2c(c1)C(C)(C)C(=O)N2C
→ 1 | -8 | 1 | -3 | 0.2 | -2 | 2 | 1.9 | -10
(39) CC(C)N1CCC(N2CCN(Cc3ccc(Oc4ncccn4)cc3)CC2CCO)CC1 (centres undefined)
→ 4 | 9 | 2 | 1 | -0.1 | 1 | 7 | -0.8 | 19
(40) O=C(COc1ccccc1C(=O)Nc1ccccc1)c1ccc(Br)cc1
→ -8 | 5 | 1 | 0 | 0.0 | 4 | 1 | -0.8 | 3
(41) Cc1cccc(OC(C)C(=O)N2CCCN(C)CC2)c1C (centres undefined)
→ 5 | -3 | -4 | 1 | 0.2 | -9 | -6 | 2.5 | -8
(42) CCCCNC(=O)NS(=O)(=O)c1ccc(NS(=O)(=O)c2ccccc2)cc1
→ 7 | 8 | -1 | 0 | -0.1 | -1 | -5 | -3.0 | 20
(43) Cc1cc(NC(=O)c2cccnc2)ccc1NC(=O)c1cc2ccccc2o1
→ 15 | -4 | -4 | 3 | 0.1 | -5 | -2 | -0.8 | 0
(44) CC1CN(C(=O)CCNC(=O)c2ccccc2Cl)CC(C)O1 (centres undefined)
→ 17 | 11 | 5 | -2 | 4.3 | 8 | -2 | -5.0 | -10
(45) CCOc1ncccc1C(=O)NCCCSc1ccccc1
→ 8 | 13 | 4 | 1 | -0.2 | 1 | -5 | -0.7 | 6
(46) Cc1nn(-c2c(Cl)cc(Cl)cc2Cl)c(=O)c2ccccc12
→ -1 | 0 | -1 | 4 | 0.1 | 11 | -4 | 0.5 | 0
(47) COc1cc(C(=O)N2CCN(c3ccc(C)cc3C)CC2)cc(OC)c1OC
→ 39 | 13 | 3 | -6 | 0.0 | 5 | 2 | 2.8 | -18
(48) O=C(NC1CCCC1)c1ccc2c(c1)S(=O)(=O)c1ccccc1C2=O
→ 10 | 11 | 2 | 1 | 0.0 | 6 | 3 | -0.7 | 10
(49) O=C(C1CCN(S(=O)(=O)N2CCOCC2)CC1)N1CCOCC1
→ 11 | 9 | 0 | 1 | -0.7 | -3 | -2 | -0.1 | -3
(50) C/C(=N\NC(=S)NC1CCCCC1)c1ccc(OC(F)F)cc1OC(F)F
→ 3 | 1 | 1 | -2 | 0.6 | 3 | 3 | 0.2 | -22

Next part
Under each structure: PREPL inh | EBNA-1 inhibitor | Fh CTSL1 inh | TPT1 inhibitor | Efflux pump mplx | core dimer inh | PP1 counter | PP5 inh | ZTA counter
(51) O=C(/C=C/c1ccccc1Cl)NNC(=O)c1ccncc1
→ 14 | · | · | · | 0.0 | · | 4 | 3.1 | 1
(52) NC(=O)c1cccnc1Nc1cccc([N+](=O)[O-])c1
→ 14 | 2 | -3 | 1 | 0.0 | -2 | -2 | 2.2 | -24
(53) COc1ccc(NC(=O)CSc2nnc(C)n2Cc2ccccc2)cc1
→ 7 | 5 | -1 | 1 | -0.1 | -3 | -7 | -4.1 | 13
(54) CCN1CCN(C(=O)CCc2nnc3ccc(N4CCC5(CC4)OCCO5)nn23)CC1
→ 3 | -3 | 1 | -1 | 0.0 | -7 | -4 | -1.2 | 9
(55) CCOc1ccc(Nc2nc(NCCN3CCOCC3)nc(OC)n2)cc1
→ 30 | 18 | -2 | 1 | -0.1 | 1 | -4 | -2.0 | -2
(56) CC(C)NC(=O)COc1coc(CN2CCN(c3ccccc3)CC2)cc1=O
→ 8 | 8 | 2 | -2 | -0.4 | -7 | -5 | -1.5 | 13
(57) CCOC(=O)c1cnc2ccccc2c1NCCc1ccc(OC)c(OC)c1
→ -1 | -4 | 0 | 1 | -0.1 | -1 | 2 | 1.7 | 2
(58) O=C(NCCCCNC(=O)c1ccccc1Br)c1ccccc1Br
→ 9 | 4 | -8 | -3 | -0.1 | -2 | -3 | -0.1 | -9
(59) COc1ccc(CN2CCNC(=O)C2CC(=O)N(C)CCCN2CCOCC2)cc1C (centres undefined)
→ 4 | 6 | 0 | 0 | 0.0 | 7 | -5 | -2.5 | 16
(60) COc1ccc(N/C=C/C(=O)c2sc(-c3ccccc3)nc2C)cc1
→ -2 | -4 | 7 | 71* | 0.1 | 3 | 2 | 2.9 | -6
(61) CCOc1ccc(CNS(=O)(=O)c2cc(CN3C(=O)c4cccnc4C3=O)ccc2OC)cc1
→ 12 | -2 | -2 | -4 | 0.2 | -10 | 0 | 2.3 | -8
(62) Cn1cc(S(=O)(=O)N2CCC(C(N)=O)CC2)c(=O)n(C)c1=O
→ 0 | -9 | -1 | -4 | -0.4 | -8 | -2 | 1.0 | 4
(63) COc1cc(NC(=O)CSc2nc(=O)n(CCCN3CCOCC3)c3c2CCC3)cc(OC)c1
→ -7 | -20 | -6 | 0 | 0.1 | 0 | 1 | -1.0 | -10
(64) Cc1ccc(S(=O)(=O)NCc2ccncc2)cc1C(=O)NCC(C)C
→ 8 | 6 | 3 | 2 | -0.1 | -4 | 2 | -0.1 | -1
(65) OC(c1ccc(Cl)cc1)C(O)c1nc2ccccc2[nH]1 (centres undefined)
→ 3 | 7 | 6 | 2 | -0.1 | 0 | -6 | -1.4 | -5

High-throughput results: PubChem BioAssay, several laboratories
